ARFGAP1 inh: inhibitors of rat ARFGAP1 | Q62848 | Arfgap1-stimulated ARF1 GTP hydrolysis, GDP FP detection | inhibition, % at 16.5 µM | 360,000 tested, 0.26% active | AID 651572;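 active = inhibition above a per-plate limit, mean inhibition of low control wells plus 3 SD, cut at about 25% in these data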;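 also: 0% = DMSO wells with enzyme and 100% = wells lacking Arfgap1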
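Material: rat Arfgap1 catalytic domain, aa 1-136; also added: human ARF1(Δ1-17)-GTP substrate; compound dosing: one concentration, 16.5 µM, DMSO 1.26%; incubation: GTP hydrolysis reaction 2 h at 25 °C; measured by: Tracer-displacement fluorescence polarization with EDTA stop, 620/688 nm; evaluation: % inhibition from polarization; repeats: one replicate per compound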
TDP2 absorb: TDP2 (human) inhibition, absorbance primary screen; O95551; recombinant TDP2, T5PNP hydrolysis, p-nitrophenol absorbance 415 nm; inhibition, % at 12.8 µM; 370,000 tested, 0.34% active; AID 720702;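 active = inhibition above the mean of all tested compounds plus 3 SD, set per campaign, cut at about 25% in these data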;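 also: 0% = DMSO with enzyme and 100% = buffer with substrate but no TDP2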
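System – recombinant human TDP2 · Quantity – TDP2 enzyme at 120 nM final · Doses – single concentration, 12.8 µM nominal, with 1% DMSO · Incubation – 2 h at 37 °C · Measured by – epi absorbance of p-nitrophenol freed from T5PNP by hydrolysis · Read-out – % inhibition relative to enzyme-containing and enzyme-free wells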
SIAE inh: human SIAE inhibition, primary screen | 370,000 tested, 0.69% active | inhibition, % at 9.66 µM | AID 1053197 | Q9HAT2 | SIAE FP-Rh probe binding, fluorescence polarization;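 active = inhibition above a cutoff: mean of compounds within the control limits plus 3 SD of those, cut at about 17% in these data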;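 also: 0% = plate median of compound wells and 100% = probe without SIAE protein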
ADAM17 inh: ADAM17 inhibition, QFRET primary screen. P78536. 370,000 tested, 0.83% active. inhibition, % at 6.95 µM. recombinant ADAM17, EDANS/DABCYL FRET peptide cleavage. AID 720648;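 active = inhibition above the mean of compounds lying between control limits plus 3 SD, set per campaign, cut at about 8.5% in these data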;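 also: 0% = DMSO-only wells as the low control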
Target sequence (P78536 215-824 limits assumed): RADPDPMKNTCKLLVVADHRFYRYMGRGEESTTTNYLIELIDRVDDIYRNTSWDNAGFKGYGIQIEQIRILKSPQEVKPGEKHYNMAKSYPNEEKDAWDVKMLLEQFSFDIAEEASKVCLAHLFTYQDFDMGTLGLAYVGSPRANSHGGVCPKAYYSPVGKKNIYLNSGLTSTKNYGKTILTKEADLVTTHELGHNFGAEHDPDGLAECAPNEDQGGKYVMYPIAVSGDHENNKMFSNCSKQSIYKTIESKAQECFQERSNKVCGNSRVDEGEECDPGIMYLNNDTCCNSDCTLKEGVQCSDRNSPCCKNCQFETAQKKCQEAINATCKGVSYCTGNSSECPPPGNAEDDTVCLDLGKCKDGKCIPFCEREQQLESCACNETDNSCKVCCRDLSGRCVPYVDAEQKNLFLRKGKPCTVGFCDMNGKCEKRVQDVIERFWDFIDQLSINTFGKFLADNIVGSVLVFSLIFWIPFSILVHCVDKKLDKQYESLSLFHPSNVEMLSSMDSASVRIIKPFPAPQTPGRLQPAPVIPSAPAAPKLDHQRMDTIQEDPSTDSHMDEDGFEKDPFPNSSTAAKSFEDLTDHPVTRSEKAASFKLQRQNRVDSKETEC
PLC-gamma1 inh: PLC-gamma1 (human) inhibition, primary screen. P19174. purified PLC-gamma1, fluorogenic substrate, fluorescence. inhibition, % at 12.2 µM. 370,000 tested, 0.84% active. AID 720700; in the data active = inhibition above about 9.5%
ASAP1 inh: blocks human ASAP1-stimulated Arf1 GTP hydrolysis; Q9ULH1; inhibition, % at 16.5 µM; GDP FP detection; 360,000 tested, 0.19% active; AID 624377; in the data active = inhibition above about 25%;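 also: 0% = vehicle with enzyme and substrate and 100% = no enzyme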
Target sequence (Q9ULH1 325-724 limits assumed): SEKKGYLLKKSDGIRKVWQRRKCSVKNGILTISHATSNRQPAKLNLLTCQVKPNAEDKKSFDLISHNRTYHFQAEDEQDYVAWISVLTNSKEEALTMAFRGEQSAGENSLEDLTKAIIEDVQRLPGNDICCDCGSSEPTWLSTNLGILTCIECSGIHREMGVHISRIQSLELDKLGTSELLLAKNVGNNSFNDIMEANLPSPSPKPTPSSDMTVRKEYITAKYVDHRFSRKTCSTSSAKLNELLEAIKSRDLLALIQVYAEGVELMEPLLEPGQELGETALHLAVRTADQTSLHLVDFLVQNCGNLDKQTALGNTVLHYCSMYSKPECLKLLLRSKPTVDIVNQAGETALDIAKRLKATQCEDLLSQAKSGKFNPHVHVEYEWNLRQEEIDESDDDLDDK
Tn6 DDE FP: inhibitors of Tn6 peptide binding to human fibrin DD(E) | P02675 | Fibrin DD(E) TRITC-Tn6 fluorescence polarization displacement | inhibition, % at 8.3 µM | 370,000 tested, 0.21% active;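 active = inhibition above a per-campaign cutoff: mean of compounds within control limits plus 3 SD, cut at about 15% in these data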;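 also: 0% = median of all compound wells on the plate and 100% = blocking peptide control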
PLC-beta3 inh: inhibitors of human phospholipase C beta3. Q01970. Purified PLC-beta3, fluorogenic substrate, fluorescence. 370,000 tested, 0.18% active. AID 720704. inhibition, % at 12.2 µM; in the data active = inhibition above about 11%;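 also: 0% = median of compound wells on plate and 100% = full blocker control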
ADAM10 inh: inhibits human ADAM10 | O14672 | recombinant ADAM10, EDANS/DABCYL FRET peptide cleavage, 3 h | inhibition, % at 7 µM | 370,000 tested, 0.62% active | AID 720582;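 active = inhibition above a per-campaign cutoff equal to the mean of compounds falling between control-based bounds plus 3 SD, cut at about 20% in these data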;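 also: 0% = DMSO wells while the 100% control is not disclosed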
Tn7 DDE FP: DD(E)-Tn7 binding inhibition, primary FP screen. FP displacement of FITC-Tn7 peptide from fibrin DD(E); 0% = median of compound wells per plate. inhibition, % at 8.3 µM. 370,000 tested, 0.13% active. AID 720508;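 active = inhibition above the mean of compounds falling within the control limits plus 3 SD of them, cut at about 14% in these data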;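 also: 0% = plate median of compound wells and 100% = 10 µM Aha-Tn7 peptide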
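Assay system: Fibrin-DD(E) protein isolated from polymerized human fibrin clots; read-out basis: percent inhibition; medium: Tris/NaCl/CaCl2 buffer, pH 7.8; signal: FP measurement; incubation: 10 min plus 3 h, room temperature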
Numbers without * were called inactive; i = inactive; nt = no result given.

nr	Compound	ARFGAP1 inh	TDP2 absorb	SIAE inh	ADAM17 inh	PLC-gamma1 inh	ASAP1 inh	Tn6 DDE FP	PLC-beta3 inh	ADAM10 inh	Tn7 DDE FP
1	Cc1noc(C)c1CSCC(=O)OCC(=O)Nc1ccc(OC(F)(F)F)cc1	6	1	-4	-1	1	-3	-2	2	-2	-8
2	COc1ccc(C(=O)NNC(=O)Cn2nc(C)cc2C)cc1S(=O)(=O)N1CCOCC1	2	3	-4	-3	1	-5	-5	3	-7	-6
3	C/C(=N/NC(=O)c1ccncc1)c1c[nH]c2ccccc12	0	-2	7	3	-1	-4	-1	2	0	-8
4	CCOc1ccc(C(=O)NCC(=O)OCC(=O)N2CCCC2)cc1	5	-1	7	-1	0	4	0	-1	-3	2
5	O=C(COC(=O)c1ccc2c(c1)S(=O)(=O)N=C1CCCCCN12)NCCc1ccc(F)cc1	-2	6	-2	3	3	2	-8	2	-5	-1
6	Cc1c(CN(C)C)c2c(n1C)C(=O)c1ccc(Br)cc1-2	-5	3	9	-3	1	-8	-6	3	-6	-2
7	CCc1cccc(NC(=O)C2CCCN(c3cnccn3)C2)c1 (stereo not given)	-5	2	3	-6	-27	-4	-4	-48	-31	3
8	COCCNC(=O)C1(C)CCN(C(=O)c2ccc(SC(F)(F)F)cc2)C1 (stereo not given)	-11	1	-3	-4	-2	-2	6	0	0	-1
9	O=C(NCCOc1ccc(F)cc1)c1ccccc1SCc1ccccc1	-11	-5	-1	0	0	5	0	-6	10	5
10	CCN(CC)c1ccc(/C=N/NC(=O)Cc2ccc(OC)c(OC)c2)cc1	8	3	2	-82	-35	-5	7	-51	-236	11
11	Clc1ccccc1-c1ccc2nccn2c1	2	-4	9	-5	-1	6	6	-7	-16	2
12	COc1ccc(-n2nc(C)c3onc(C)c3c2=O)cc1	-6	-9	-3	-5	-21	-5	0	-36	-9	10
13	Cc1cccc(C)c1NC(=O)c1cccc(COc2cc(Cl)ccc2Cl)c1	9	7	2	-2	-1	6	8	1	-14	-1
14	Cc1ccc(S(=O)(=O)NC2CCCCCC2)cc1C(N)=O	-3	-7	3	-3	2	7	0	-3	0	-7
15	Cc1sc2nc(SCC(=O)C(C)(C)C)n(Cc3ccco3)c(=O)c2c1C	-7	3	-5	1	1	5	12	-2	-2	1
16	CCCCn1c(-c2cccs2)nc2nc3ccccc3nc21	-7	-9	-4	i	i	-4	5	i	i	5
17	Cc1ccccc1C(=O)N1CC(=O)Nc2ccc(F)cc2C1c1ccccc1 (stereo not given)	10	2	-3	-1	0	0	-2	-1	8	-1
18	CC(C(=O)N1CCN=C1c1ccccc1)N1C(=O)c2ccccc2C1=O (stereo not given)	6	13	2	-2	0	-5	-6	-5	-4	-2
19	CCC/C=N/NC(=O)c1cc(-c2ccccc2)nc2ccccc12	1	2	-2	-2	-2	0	5	-5	-3	0
20	O=C(CSc1nc(-c2ccccc2)c(-c2ccccc2)[nH]1)NCc1ccco1	2	-16	3	1	2	4	-2	-3	-9	-5
21	COc1cccc(C(=O)NCCNc2nc3cc(C)cc(C)c3cc2C#N)c1	5	1	-5	-20	-16	7	0	-17	-88	3
22	O=C(CN1CCN(S(=O)(=O)N2CCCCC2)CC1)Nc1cc(Cl)cc(Cl)c1	-2	-6	-5	4	1	4	-4	-5	7	1
23	CCOC(=O)c1sc(=NC(=O)/C=C/c2ccccc2)n(C)c1C	5	0	-4	-3	-2	-2	3	-5	6	-5
24	COC(=O)c1c(NC(C)=O)sc(C(=O)Nc2ccccc2C)c1C	-9	-9	1	-1	2	5	4	2	7	-4
25	COc1ccc(N2C[C@H](Cc3ccccc3)[C@@H](CC(=O)Nc3ccccc3)C2=O)cc1	3	5	4	3	8	10	-5	9	9	2
26	Cc1ccc2nc(NC(=O)C3CCCN(S(=O)(=O)c4cccc5nsnc45)C3)sc2c1 (stereo not given)	-12	15	-29	3	-4	4	-11	-6	14	-2
27	CC1CN(CCCCSc2ccccc2)CC(C)O1 (stereo not given)	-8	16	4	-4	0	2	1	-6	-3	0
28	O=C(COc1ccccc1)NC1CCCN(Cc2ccccc2F)C1 (stereo not given)	6	-14	-4	2	7	14	6	6	1	-12
29	COc1ccc(CNC(=O)C(c2ccco2)N(Cc2cccs2)C(=O)Cc2cccs2)cc1 (stereo not given)	1	8	-4	-1	0	5	2	0	4	-2
30	CCC1CCC2(CC1)NC(=O)N(CC(=O)c1c(C)[nH]c3ccccc13)C2=O (stereo not given)	0	-14	-20	8.9*	6	2	-2	0	18	-3
31	COc1ccc(S(=O)(=O)N2CCCCC2)cc1NC(=O)c1ccc(=O)[nH]c1	2	17	-3	-5	-2	-3	1	-4	-6	-7
32	O=C(Nc1ccc(F)c(Cl)c1)Nc1ccc(Cl)cn1	1	13	1	-1	0	3	4	1	0	8
33	COc1cccc(/C=C2/CCC(CN(C)C)C2=O)c1 (stereo not given)	13	0	-5	-2	-5	-4	-12	-12	-12	5
34	COc1cc(/C=C/C(=O)OCC(=O)NC2CC2)cc(S(=O)(=O)N2CCc3ccccc32)c1OC	14	-5	-4	0	-1	11	0	5	-2	-2
35	Cc1csc(=O)n1CCC(=O)OCC(=O)Nc1ccc(N2CCOCC2)cc1	3	4	-3	-2	-2	7	0	5	-10	1
36	O=C(O)/C=C/C(=O)NC1CCS(=O)(=O)C1 (stereo not given)	-16	-1	-3	2	2	6	5	3	2	3
37	Cc1cc(C)c(C(=O)COC(=O)c2cccnc2Cl)c(C)c1	7	21	4	-1	0	15	-6	-5	2	-6
38	Cc1nnnn1-c1ccc(CC(=O)O)cc1	3	2	4	-2	-1	-12	5	2	2	3
39	Cc1ccc2c(c1)-c1c(cnn1CC(=O)N(Cc1ccco1)C1CCCCC1)CO2	-13	2	-4	-2	-2	0	-6	-2	3	-4
40	CN(CC1CCN(CCc2cccc(C(F)(F)F)c2)CC1)C(=O)c1ccc(F)cc1F	5	-4	-5	-1	1	-14	6	-7	-3	-3
41	Cc1cc(C)cc(-n2nnc3ccccc3c2=O)c1	5	5	3	-2	-4	-5	-3	-3	-5	-2
42	O=C(CSc1nc2ccc(Cl)cc2o1)NCc1ccc2c(c1)OCO2	-9	0	-3	4	4	-3	-11	0	7	-3
43	CCCCCOC(=O)C1C2C=CC3(CN(c4ccccc4C)C(=O)C13)O2 (stereo not given)	-1	-9	4	3	-1	5	-1	0	2	5
44	COc1cc(/C=N/c2oc(C)c(C)c2C#N)cc(Br)c1O	-5	14	-24	-2	-11	-2	4	-16	-9	-3
45	CCC(C)NC(=O)C1(O)c2ccccc2NC(=O)N1c1ccc(C)c(C)c1 (stereo not given)	-8	-33	-11	4	11*	6	-5	7	0	5
46	CN(C)CCN(C(=O)c1ccc2c(c1)OCCO2)c1nc2c(Cl)cccc2s1	5	19	-1	-5	-3	7	-3	-10	3	6
47	O=C(OCCN1C(=O)c2ccccc2C1=O)c1cc(S(=O)(=O)N2CCOCC2)ccc1Cl	7	7	-4	-4	-1	-9	6	-4	4	6
48	O=C(OCc1cn(Cc2cc(F)cc(F)c2)nn1)N1CCOCC1	nt	9	5	-3	-2	nt	0	1	-5	-3
49	COc1ccccc1NS(=O)(=O)c1cccc(C(=O)N/N=C/c2ccc(C)o2)c1	-13	-8	12	-4	0	-5	-4	-11	-5	-1
50	CCCC(=O)c1cc(-c2nc3ccccc3n2C)n(C)c1	11	-4	2	-3	-10	-14	-6	-12	-11	2
51	NC(Cc1ccccc1)c1csc(Nc2ccc(C(=O)NCCO)cc2)n1 (stereo not given)	-2	7	-4	-3	-39	-9	-8	-56	-19	6
52	CCc1nc2c(OCc3ccc(F)cc3)cccn2c1N(C)C(=O)c1ccco1	0	12	4	-2	3	5	0	1	-8	3
53	CC(C)NS(=O)(=O)c1ccc(CCC(=O)Nc2ccc3c(c2)OCCO3)cc1	-3	-2	-1	6	1	-18	8	3	-3	0

By substructure: the entries above with an aryl methoxy group (eleven)
nr	Compound	ARFGAP1 inh	TDP2 absorb	SIAE inh	ADAM17 inh	PLC-gamma1 inh	ASAP1 inh	Tn6 DDE FP	PLC-beta3 inh	ADAM10 inh	Tn7 DDE FP
2	COc1ccc(C(=O)NNC(=O)Cn2nc(C)cc2C)cc1S(=O)(=O)N1CCOCC1	2	3	-4	-3	1	-5	-5	3	-7	-6
10	CCN(CC)c1ccc(/C=N/NC(=O)Cc2ccc(OC)c(OC)c2)cc1	8	3	2	-82	-35	-5	7	-51	-236	11
12	COc1ccc(-n2nc(C)c3onc(C)c3c2=O)cc1	-6	-9	-3	-5	-21	-5	0	-36	-9	10
21	COc1cccc(C(=O)NCCNc2nc3cc(C)cc(C)c3cc2C#N)c1	5	1	-5	-20	-16	7	0	-17	-88	3
25	COc1ccc(N2C[C@H](Cc3ccccc3)[C@@H](CC(=O)Nc3ccccc3)C2=O)cc1	3	5	4	3	8	10	-5	9	9	2
29	COc1ccc(CNC(=O)C(c2ccco2)N(Cc2cccs2)C(=O)Cc2cccs2)cc1 (stereo not given)	1	8	-4	-1	0	5	2	0	4	-2
31	COc1ccc(S(=O)(=O)N2CCCCC2)cc1NC(=O)c1ccc(=O)[nH]c1	2	17	-3	-5	-2	-3	1	-4	-6	-7
33	COc1cccc(/C=C2/CCC(CN(C)C)C2=O)c1 (stereo not given)	13	0	-5	-2	-5	-4	-12	-12	-12	5
34	COc1cc(/C=C/C(=O)OCC(=O)NC2CC2)cc(S(=O)(=O)N2CCc3ccccc32)c1OC	14	-5	-4	0	-1	11	0	5	-2	-2
44	COc1cc(/C=N/c2oc(C)c(C)c2C#N)cc(Br)c1O	-5	14	-24	-2	-11	-2	4	-16	-9	-3
49	COc1ccccc1NS(=O)(=O)c1cccc(C(=O)N/N=C/c2ccc(C)o2)c1	-13	-8	12	-4	0	-5	-4	-11	-5	-1
